# OPRM1-OPRD1 ag: agonists of OPRM1-OPRD1 heterodimerization, primary screen, cell-based, luminescence; Mu-type opioid receptor (Homo sapiens) + Delta-type opioid receptor (Homo sapiens), …; cells; activation, % at 9.3 µM; hit rate 0.3% among 340,000; in the data active means activation above about 18%;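 further: 0% = vehicle-treated cells and 100% = reference agonist; values of inactives mirror those of a sister screen read the other way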
# SUMO Mot1 rescue: yeast Mot1-301 growth rescue at high temperature, primary screen, SUMOylation pathway inhibitor project, S. cerevisiae, ATP luminescence, 38.5C | S. cerevisiae Mot1-301 growth rescue; percent above DMSO median, 100 means doubled | growth rescue, % at 18.8 µM | hit rate 1% among 320,000;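 active means every valid replicate shows activation above 250% relative to neutral control wells; inactive means the rest, any valid replicate at or below 250%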;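 further: OY570 slx delta 5 strain wells were the positive control but not used for scaling; some compounds called inactive have numbers as strong as hits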
# Tat transport: E. coli Tat export inhibitors, primary screen, MC4100, TorA-mCherry reporter, fluorescence, single point; inhibition, % at 10 µM; hit rate 0.036% among 340,000;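 active means mean replicate inhibition at least 50% and at least half of replicates individually reaching 50%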;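 further: exported cargo escapes ClpAP degradation while cytoplasmic cargo is degraded and loses fluorescence; 0% = median of neutral control wells and 100% = median of NaSCN control wells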
# PfHsp90 set2: growth inhibition of PfHsp90-expressing yeast, primary screen, antimalarial PfHsp90 inhibitor project, S. cerevisiae, BacTiter-Glo luminescence, single point, set 2; BacTiter-Glo ATP, 48 h; yeast lacking PDR1 and PDR3 efflux regulators; inhibition, % at 9.4 µM; hit rate 0.32% among 310,000; AID 504621, 2011;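 active means every replicate shows inhibition above about 80%, whatever the replicate mean, limit read from the data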;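 further: 0% = DMSO neutral controls and 100% = 20 µM radicicol positive controls; yeast relying on Plasmodium falciparum Hsp90 in place of its own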
# OPRM1-OPRD1 inv: inverse agonists of MOR-DOR heterodimerization, primary screen, cell-based, luminescence. Mu-type opioid receptor (Homo sapiens) + Delta-type opioid receptor (Homo sapiens), …. hit rate 0.21% among 340,000. cell-based MOR-DOR heterodimer luminescence, inverse agonism. inhibition, % at 9.3 µM; in the data active means inhibition above about 22%, passing the limit was not always enough;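 further: 0% = cells with DMSO and 100% = wells without cells with DMSO; values of inactives mirror those of a sister screen read the other way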
# AddAB inh: growth inhibition of E. coli expressing H. pylori AddAB, primary screen, AddAB inhibitor project, absorbance; inhibition, % at 11.9 µM; hit rate 0.29% among 330,000; in the data active means inhibition above about 12%;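 further: 0% = vehicle wells of infected cells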
# E coli growth: E. coli V3065 growth inhibition, primary screen, counter-screen for AddAB inhibitor project, absorbance, OD600; hit rate 0.27% among 330,000; AID 449728, 2010; inhibition, % at 11.9 µM; 18 h;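 active means inhibition above the campaign's mean inhibition across all tested compounds plus 3 SD, cut at about 9.9% in these data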;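 further: uninfected addAB+ strain grown without phage in ampicillin broth; 0% = DMSO wells and 100% = ciprofloxacin 0.95 µg/ml wells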
# phage Ecoli inh: growth loss of phage-infected E. coli, primary screen, RecBCD inhibitor project, absorbance, with phage, HTS | inhibition, % at 11.9 µM | hit rate 0.26% among 360,000; in the data active means inhibition above about 11%
# PKA-R2B act: activators of PKA-R2B holoenzyme, primary screen, biochemical, fluorescence polarization, Cy5-IP20, human. cAMP-dependent protein kinase catalytic subunit beta (Homo sapiens) + cAMP-dependent …. PKA-R2B holoenzyme dissociation; R2B truncated from residue 108, S112A mutant; 0% DMSO only, 100% 113 µM cGMP. activation, % at 11.4 µM. hit rate 0.079% among 340,000. AID 504700, 2011;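 active means activation above a cutoff set at the mean over all compounds plus 3 SD, cut at about 18% in these data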;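 further: higher means more holoenzyme dissociation and a rise in polarization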
# Target sequence (P31323 whole entry, looked up, other chains not shown, the tested form may be a part): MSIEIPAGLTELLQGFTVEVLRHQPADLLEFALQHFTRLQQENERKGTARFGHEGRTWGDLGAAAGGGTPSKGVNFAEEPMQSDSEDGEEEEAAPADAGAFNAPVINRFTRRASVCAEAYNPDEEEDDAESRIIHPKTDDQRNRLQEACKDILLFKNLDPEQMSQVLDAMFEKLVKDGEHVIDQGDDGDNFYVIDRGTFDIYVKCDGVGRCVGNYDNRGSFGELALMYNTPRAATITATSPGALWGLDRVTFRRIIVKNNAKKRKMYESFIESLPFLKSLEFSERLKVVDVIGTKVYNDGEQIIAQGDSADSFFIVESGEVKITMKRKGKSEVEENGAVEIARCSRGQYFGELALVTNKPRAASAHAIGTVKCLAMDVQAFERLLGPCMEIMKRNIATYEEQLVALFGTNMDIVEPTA
# HTR5A inv ctr: HTR5A inverse agonists in luminescence cell assay, primary screen, counter-screen for OPRM1-OPRD1 heterodimer inverse agonist project, full-deck HTS; 5-hydroxytryptamine receptor 5A (Homo sapiens), P47898; HTR5A cell line, inverse agonism; inhibition, % at 9.3 µM; hit rate 0.083% among 340,000; AID 504634, 2011; in the data active means inhibition mostly above about 23%, no sharp cut-off; inactive means mostly below about 18%;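 further: 0% = cells with DMSO and 100% = no-cell wells with DMSO; some compounds called inactive have numbers as strong as hits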
# Target sequence (P47898 whole entry, looked up): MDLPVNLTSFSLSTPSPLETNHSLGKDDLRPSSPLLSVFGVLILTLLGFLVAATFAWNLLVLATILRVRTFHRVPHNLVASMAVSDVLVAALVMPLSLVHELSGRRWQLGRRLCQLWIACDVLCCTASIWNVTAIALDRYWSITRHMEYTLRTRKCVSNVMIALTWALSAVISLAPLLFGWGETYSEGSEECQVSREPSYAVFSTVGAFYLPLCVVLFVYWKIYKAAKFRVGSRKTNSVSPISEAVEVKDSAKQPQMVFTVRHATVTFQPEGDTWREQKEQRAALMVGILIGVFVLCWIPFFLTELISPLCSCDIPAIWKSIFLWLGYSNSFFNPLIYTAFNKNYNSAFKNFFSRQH
# PKA-R1A activ: activators of PKA-R1A holoenzyme, primary screen, biochemical, fluorescence polarization, Cy5-IP20, bovine R1A, mouse PKAc | AID 504707, 2011 | activation, % at 11.4 µM | hit rate 0.083% among 340,000 | cAMP-dependent protein kinase type I-alpha regulatory subunit (Bos taurus) + … | PKA-R1A dissociation; scaled: DMSO 0%, 113 µM cGMP 100%;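 active means percent activation above the mean of all tested compounds plus 3 SD, cut at about 19% in these data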;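 further: higher means more PKAc released from R1A so a rise in polarization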
# Numbers without * were called inactive; / = no result given.
SMILES,OPRM1-OPRD1 ag,SUMO Mot1 rescue,Tat transport,PfHsp90 set2,OPRM1-OPRD1 inv,AddAB inh,E coli growth,phage Ecoli inh,PKA-R2B act,HTR5A inv ctr,PKA-R1A activ
CCOc1c(S(=O)(=O)NC2CC(C)(C)NC(C)(C)C2)ccc(Cl)c1Cl,-3.8,-8,-7,-2,18,0.7,0.9,4.7,-4,1,-5
COc1ccc(CNC(=O)C2CSC(c3ccc(OC)cc3)N2C(C)=O)cc1 (stereo not drawn),-1.5,-4,8,-3,8,3.1,0.9,2.9,-4,-6,-10
C=C(C)C(=O)Oc1ccc(N2C(=O)[C@@H]3C4C=CC(C4)[C@@H]3C2=O)cc1,2.6,148,-5,3,-12,0.3,1.5,3.3,-9,10,-5
CC(=O)c1cn(CCOc2ccccc2C)c2ccccc12,4.5,8,3,13,-21,0.8,0.1,-2.2,2,-13,-5
O=C(Nc1cccnc1)C1COc2ccccc2O1 (stereo not drawn),-1.5,0,-2,-24,8,1.1,1.9,1.1,-4,14,3
O=C(O)CCC(=O)N1N=C(c2ccccc2)CC1c1ccc(Br)cc1 (stereo not drawn),-3.5,0,-9,3,16,-0.3,-1.6,-2.2,5,6,-7
OCC1OC(c2ccccc2)OC2COC(c3ccccc3)OC12 (stereo not drawn),-1.1,/,4,/,6,/,/,1.0,-1,-11,-10
COc1ccccc1OCc1nnc(SCC(=O)Nc2nnc(C3CC3)s2)n1C,0.2,242,4,16,-2,-0.7,0.6,-3.0,-8,-9,-5
CC(=O)Nc1ccc(NC(=O)C(C)Oc2ccc(C)nc2[N+](=O)[O-])cc1 (stereo not drawn),-3.1,1,4,0,13,0.9,0.7,1.0,9,-4,-7
O=C(Cc1cccc(NC(=O)C2CCN(C(=O)c3ccccc3)CC2)c1)Nc1cccc(C(=O)N2CCCC2)c1,-2.0,8,6,9,12,0.4,-2.3,2.4,1,-34,-3
CCN1CCCC1CNCc1ccc(Cl)cc1Cl (stereo not drawn),-0.6,-13,-10,3,4,1.3,-0.1,-1.6,12,-9,3
O=C(CN1CCN(Cc2ccc(Cl)cc2)C1=O)NCCN1CCCC1,-2.5,1,-11,3,14,-1.4,-0.3,4.0,-13,17,-17
CCC1S/C(=C(\C#N)C(=O)NCc2ccco2)N(c2ccc(F)cc2)C1=O (stereo not drawn),-2.9,-4,-2,/,13,4.2,-0.4,0.6,-7,-5,-2
CCOC(=O)c1cc2sc(C)cc2n1CC(=O)Nc1cccc(C)c1C,-1.8,125,0,6,10,-1.9,-0.5,1.5,-10,6,-4
O=C(NCc1ccccc1)NC1(C(=O)N2CCCC2)CCCCC1,0.1,10,-1,12,-1,1.4,-2.9,0.9,-5,1,3

# Among those listed so far, these have a Cl atom.
SMILES,OPRM1-OPRD1 ag,SUMO Mot1 rescue,Tat transport,PfHsp90 set2,OPRM1-OPRD1 inv,AddAB inh,E coli growth,phage Ecoli inh,PKA-R2B act,HTR5A inv ctr,PKA-R1A activ
CCOc1c(S(=O)(=O)NC2CC(C)(C)NC(C)(C)C2)ccc(Cl)c1Cl,-3.8,-8,-7,-2,18,0.7,0.9,4.7,-4,1,-5
CCN1CCCC1CNCc1ccc(Cl)cc1Cl (stereo not drawn),-0.6,-13,-10,3,4,1.3,-0.1,-1.6,12,-9,3
O=C(CN1CCN(Cc2ccc(Cl)cc2)C1=O)NCCN1CCCC1,-2.5,1,-11,3,14,-1.4,-0.3,4.0,-13,17,-17

# New compounds follow.
SMILES,OPRM1-OPRD1 ag,SUMO Mot1 rescue,Tat transport,PfHsp90 set2,OPRM1-OPRD1 inv,AddAB inh,E coli growth,phage Ecoli inh,PKA-R2B act,HTR5A inv ctr,PKA-R1A activ
COc1ccc(C(=O)Nc2ccc3nc(C)c(C)nc3c2)cc1,-1.8,-10,-6,-3,9,2.3,-0.1,0.9,-7,-2,-5
Cc1cnc(NC(=O)CCNC(=O)c2ccccc2Cl)s1,-0.4,58,1,3,2,2.6,-0.2,4.7,-1,0,-4
COc1ccc2c(c1OC)C(=O)OC2CC(=O)c1ccc2c(c1)OCO2 (stereo not drawn),-0.3,-1,-3,/,1,1.4,0.1,1.5,9,-21,16
O=C(Nc1nc2cc3c(cc2s1)OCO3)c1ccc(N2C(=O)CCC2=O)cc1,5.1,24,0,-9,-27,-0.3,0.6,1.2,0,2,-9
CCC1COC(c2cccn2Cc2ccccc2Cl)=N1 (stereo not drawn),2.8,-13,7,-5,-19,-0.1,-1.4,1.1,-7,7,-10
O=C(c1nc2nc(-c3cccs3)cc(C(F)(F)F)n2n1)N1CCN(Cc2ccccc2)CC1,-0.1,/,7,-1,1,2.7,-2.0,1.1,1,23,-2
CC(=O)c1cc(C(=O)N2CCc3c([nH]c4ccccc34)C2C2CCCCC2)[nH]n1 (stereo not drawn),2.2,4,4,-9,-11,3.8,-0.6,4.2,11,-27,-2
Cc1nc2cc(NC(=O)NCc3ccccc3)ccc2o1,-3.2,67,0,17,17,1.9,-2.0,-1.4,-11,-26,-4
CCOC(=O)C[N+](CC)(CC)CC#Cc1ccccc1,-1.2,-10,0,14,7,1.6,2.7,-0.2,-1,-7,0
COc1cc(C(=O)NNC(=S)NC(=O)c2ccc(F)cc2)cc(OC)c1OC,-3.6,-6,-10,3,19,-3.2,-3.6,-3.2,3,11,-4
Cc1ccc(NC(=O)CN2CCCC2)c2c1CC(C)(C)O2,-0.7,-5,-2,-5,4,0.1,-4.6,3.6,-3,0,-8
N#Cc1cccc2c1-c1ccccc1/C2=N/NC(N)=O,-0.6,-11,-7,-8,3,0.8,-3.1,/,-14,3,-2
CN(C)c1ccc(CN(C(=O)c2ccco2)C2CCS(=O)(=O)C2)cc1 (stereo not drawn),0.1,7,5,-5,0,-1.3,-3.3,0.5,-7,-9,-14
OCCCn1c(CCNc2nc(-c3ccc(Cl)cc3)cs2)nc2cc(C(F)(F)F)ccc21,0.4,23,1,1,-2,-1.1,1.1,3.2,-9,-16,-3
CN(C)S(=O)(=O)N1CCN(c2ccnc3cc(Cl)ccc23)CC1,0.6,-19,5,5,-3,1.2,-1.6,/,0,-2,0
O=C(CSc1nnc(Cc2ccc(Cl)cc2)o1)Nc1ccccc1,2.2,-5,6,7,-12,-1.0,-1.3,1.4,-3,4,-5
CCOC(=O)N1CCC(NC(=O)CCc2ccccc2)CC1,-2.5,2,-1,-20,12,1.7,-0.9,1.1,-4,7,-14
O=C(NCc1ccco1)c1cccc(N2CCCC2=O)c1,0.4,8,-3,9,-2,3.1,-1.8,3.4,3,-19,-5
C/C(N)=C(/C#N)C(=O)CSc1nc2ccccc2n1CC(C)C,-2.3,14,-6,-2,13,-2.9,-0.7,4.3,0,-1,-5
CCN1C(=O)CC(N2CCOCC2)C1=O (stereo not drawn),-2.5,2,-2,-5,15,5.1,2.1,2.0,10,-12,-1
COc1ccc(CNC(=O)c2ccc(Br)s2)cc1OC,-3.1,-1,4,-3,21,1.1,1.0,4.0,-4,-15,-5
Cc1cccc[n+]1CC(=O)c1ccc(Cl)cc1,-1.5,-5,-5,-8,7,-1.6,0.0,0.8,2,-7,0
Cc1ccc(-c2nc3c(Cl)cc(Cl)cc3c(=O)n2O)cc1,1.2,-13,-6,72,-7,12*,15*,12*,-8,-1,-16
N#Cc1c(N)nc(SCc2ccncc2)c(C#N)c1-c1cccs1,7.1,29,4,/,-39,-1.7,-2.6,2.4,2,10,-12
COc1ccc(CCNC(=O)CN2CCN(c3cccc(Cl)c3)CC2)cc1OC,-1.1,-11,1,18,6,-0.4,-0.4,1.4,3,-21,-18
O=c1[nH]c2ccc(NC(=S)Nc3ccc(Cl)cc3Cl)cc2[nH]1,-1.8,-5,2,-4,10,-0.3,-1.2,1.6,2,4,-9
O=C(COC(=O)c1ccc([N+](=O)[O-])s1)NNC(=O)c1ccccc1,3.0,7,-27,/,-12,2.4,3.1,/,2,-12,-7
COc1ccc(NC(=O)CCCNC(=O)Cn2cnc3sc(C)c(C)c3c2=O)cc1OC,-0.1,6,8,-13,1,3.6,0.6,0.6,-2,-14,0
O=C(NCc1cccnc1)C1CCCN(Cc2cnn(-c3ccccc3)c2-n2cccc2)C1 (stereo not drawn),-2.1,31,7,-3,10,0.3,0.0,2.3,-1,14,10
CS(=O)(=O)c1nc2c(cc1C#N)CCCC2,-0.8,1,-9,10,4,0.3,0.1,3.4,-2,-8,-1
CCOC(=O)c1sc(N)nc1C(F)(F)F,-2.0,/,2,-16,10,/,/,3.0,-7,7,4
COCCCn1c(SCC(=O)NNC(=O)c2cccc(O)c2)nnc1-c1ccncc1,-1.7,-3,-8,9,8,1.2,0.1,-9.0,14,3,19
COC(=O)CNC(c1ccccc1)c1cc(Br)ccc1NS(=O)(=O)c1ccc(C)cc1 (stereo not drawn),2.1,-18,2,-48,-11,4.1,-0.3,4.0,-5,-13,-3
O=C(C[n+]1cccc(C(=O)Nc2ccccc2)c1)c1ccc([N+](=O)[O-])cc1,4.9,5,0,1,-27,2.0,2.0,3.3,9,8,3
CSC1=NSC2=NC(=O)/C(=C\c3coc4ccccc4c3=O)C(=N)N12,-3.9,20,-3,-6,22,4.5,-0.5,1.3,-3,9,4
Nc1nc(COc2ccc(F)cc2Cl)nc(N2CCCCC2)n1,1.1,/,-2,/,-5,1.6,0.9,2.9,-3,12,-10
CCOC(=O)c1cc(-c2cccc(C(F)(F)F)c2)nc2nc(SC)[nH]c(=O)c12,-0.5,16,-9,-22,3,-0.2,-1.1,0.4,1,3,3
CCO[C@@H]1OC(C(=O)N2CCCCCCC2)=C[C@H](c2ccc3c(c2)OCO3)[C@H]1CCCO,-2.1,6,13,-18,11,0.7,0.2,5.1,-24,3,1

# Sorted by number of heavy atoms (ascending): part of the list above
SMILES,OPRM1-OPRD1 ag,SUMO Mot1 rescue,Tat transport,PfHsp90 set2,OPRM1-OPRD1 inv,AddAB inh,E coli growth,phage Ecoli inh,PKA-R2B act,HTR5A inv ctr,PKA-R1A activ
CN(C)c1ccc(CN(C(=O)c2ccco2)C2CCS(=O)(=O)C2)cc1 (stereo not drawn),0.1,7,5,-5,0,-1.3,-3.3,0.5,-7,-9,-14
CCOC(=O)c1cc(-c2cccc(C(F)(F)F)c2)nc2nc(SC)[nH]c(=O)c12,-0.5,16,-9,-22,3,-0.2,-1.1,0.4,1,3,3
COc1ccc(NC(=O)CCCNC(=O)Cn2cnc3sc(C)c(C)c3c2=O)cc1OC,-0.1,6,8,-13,1,3.6,0.6,0.6,-2,-14,0

# High-throughput results (PubChem)
